# Bioassay records deposited in PubChem by several laboratories.
# Large T inhibition: SV40 large T antigen inhibitors, biochemical (AID 1903); 310,000 tested, 0.39% active; inhibition, % at 20 µM; hits with a dose series show IC50 in µM; SV40 large T antigen ATPase/helicase inhibition assay; higher % means a stronger effect; in the data active = a potency from the dose series; note: strong numbers were not always called active
# NTR1 ag: agonists of NTR1, primary screen, imaging, U2OS cells, beta-arrestin-GFP, high content (AID 493036). P30989. NTR1-U2OS beta-arrestin-GFP spot imaging, agonist mode. activation, % at 20 µM. 330,000 tested, 0.17% active;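 active = activation at or above 40% of the spot to cytoplasm intensity ratio, with at least 20 cells analyzed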;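 note: 0% = DMSO without peptide and 100% = 100 nM NTR1 peptide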
# Target sequence (P30989 whole entry, looked up): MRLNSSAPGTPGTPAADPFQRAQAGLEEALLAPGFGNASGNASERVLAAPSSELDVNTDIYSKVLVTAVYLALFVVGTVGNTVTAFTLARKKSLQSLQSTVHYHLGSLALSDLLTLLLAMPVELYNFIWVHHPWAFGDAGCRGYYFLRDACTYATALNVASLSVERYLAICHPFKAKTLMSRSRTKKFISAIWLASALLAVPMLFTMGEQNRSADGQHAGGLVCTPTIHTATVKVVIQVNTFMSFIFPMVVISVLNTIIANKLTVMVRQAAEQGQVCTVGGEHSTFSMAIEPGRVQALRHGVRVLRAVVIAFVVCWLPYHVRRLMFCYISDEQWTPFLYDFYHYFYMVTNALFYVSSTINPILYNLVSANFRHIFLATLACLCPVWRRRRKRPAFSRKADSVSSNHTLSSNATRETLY
# TNAP activators: human TNAP enzyme activators, primary screen, biochemical, luminescent, no phosphate acceptor, uHTS (AID 1001); purified TNAP, luminescent activation assay, no phosphate acceptor; higher activation fold means a stronger effect; activation fold at 20 µM; hits with a dose series show EC50 in µM; 200,000 tested, 0.03% active; in the data active = activation fold from about 3, or a potency from the dose series; inactive = the rest, 99 in 100 with activation fold below about 1.6; note: many of its hits are not listed in these tables
# T cell modulator: modulates CD8 T cell binding to vesicles | 2C CD8+ T cell-vesicle binding, flow cytometry; active compounds read low | calls only at 7 µM | 330,000 tested, 0.068% active | AID 2052;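 active = response, share of CD8 T cells binding vesicles, and their 90th percentile fluorescence all below set limits, cut at about 80% in these data, passing the limit was not always enough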
#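 System: murine 2C transgenic CD8+ T lymphocytes; also added: QL9-loaded Drosophila micro-vesicles; times: binding 1.5 h at 37 °C; measured by: flow cytometry, PE anti-B7-1 (FL2) versus Alexa647 anti-CD8 (FL8), PFA-fixed; control set: Peptide-free naked vesicles (low) and QL9 vesicles with 0.7% DMSO vehicle (high)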
# Rac1 GTP hydrolysis: MgcRacGAP GTPase-activating activity inhibitors, confirmation, biochemical, ADP Hunter fluorescence; MgcRacGAP-stimulated Rac1 GTP hydrolysis, ADP Hunter fluorescence; higher % means a stronger effect; GST-tagged Rac1 F28L mutant substrate; inhibition, % at 30 µM, or IC50 in µM where a hit was titrated; 340,000 tested, 0.6% active; AID 624330;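 active = first-screen hits whose inhibition reached a set limit at any dose in the follow-up dose series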;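 note: fluorescence reports GDP produced by GAP-driven GTP hydrolysis; strong numbers were not always called active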
# RSV CPE inhibition: RSV antiviral activity via CPE protection, HEp-2 cells, primary 10 µM value included (AID 2391); HEp-2 cells, RSV-induced CPE inhibition; higher % means a stronger effect; CPE inhibition, % at 10 µM; hits with a dose series show IC50 in µM; 310,000 tested, 0.13% active; in the data active = a potency from the dose series; note: strong numbers were not always called active
# PhoP inhibition: PhoP-dependent GFP reporter repression – Salmonella Typhimurium, primary screen (AID 1863); S. Typhimurium PhoP-regulated promoter GFP reporter, 4 h; higher % means a stronger effect; inhibition, % at 50 µM, or IC50 in µM where a hit was titrated; 300,000 tested, 0.16% active;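 active = inhibition over 29.93%, a cutoff 3 SD above the screen mean, later confirmed by dose response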;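 note: 0% = low Mg2+ inducing control and 100% = high Mg2+ repressing control; strong numbers were not always called active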
# UTI89 phage lysis: inhibition of K1F phage lysis, E. coli UTI89, bacterial capsule biogenesis inhibitors, alamar blue (AID 488966); E. coli UTI89 K1F phage lysis, alamar blue, 2 h; higher % means a stronger effect; inhibition, % at 100 µM, or IC50 in µM where a hit was titrated; 340,000 tested, 0.02% active;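 active = phage lysis inhibition, versus mean bacterial control, above a set limit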;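 note: capsule biogenesis inhibitors block K1F phage lysis so surviving cells raise fluorescence; higher fluorescence means more inhibition of phage lysis; actives were called in the ten point dose series up to 300 µM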
# Myeloid diff MLP: myeloid differentiation induction; calls only at 10 µM; ER-HoxA9 myeloid progenitors, lysozyme-GFP differentiation, flow cytometry; 360,000 tested, 1% active;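 active = normalized GFP-positive differentiation at or above the plate's own cutoff, the solvent-only control mean plus 3 SD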;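 note: cells exposed to compound for four days before flow analysis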
# T cell modulator vesicle-bound %: recorded beside T cell modulator, whose call it bears; double positive events, %; measured here: CD8+ vesicle-bound cell fraction;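 binding gate set so that unloaded-vesicle control wells show 10% double positive cells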
# NTR1 ag cell count 20 µM: recorded beside NTR1 ag, whose call it bears; cell count; measured here: cell count, cytotoxicity flag
# Myeloid diff MLP GFP+ MAC1+ %: second read-out of Myeloid diff MLP, no call of its own (marks repeat the call); GFP+ MAC1+ double positive, %; measured here: differentiation confirmed by MAC1 staining
# * hit, by the source's call; i = inactive; x = not tested or not shown; + = active, no number; [ ] = dose if it differs, or a comment.
SMILES,Large T inhibition,NTR1 ag,NTR1 ag cell count 20 µM,TNAP activators,T cell modulator,T cell modulator vesicle-bound %,Rac1 GTP hydrolysis,RSV CPE inhibition,PhoP inhibition,UTI89 phage lysis,Myeloid diff MLP,Myeloid diff MLP GFP+ MAC1+ %
COc1ccc(CN2CN(c3ccc(Cl)cc3)C(=O)N(n3cnnc3)C2)cc1,22%,-0.4,50,1.1,i,20,7%,2.0%,3%,7.7%,i,8.1
Cc1ccc(S(=O)(=O)/C(=C\N(C)C)c2cnc(Cl)s2)cc1,6%,2.0,40,1.1,i,45,5%,-0.4%,3%,0.1%,i,0.4
CCN(C1CCCCC1)S(=O)(=O)c1cn(C)c(=O)n(C)c1=O,0%,3.1,57,1.1,i,38,4%,-0.6%,0%,1.1%,i,2.4
CCc1cc2c(SCC(=O)C(C#N)=C3N(C)c4ccccc4N3C)ncnc2s1,7%,-1.1,38,1.1,i,36,6%,2.4%,4%,0.1%,i,1.2
O=C(CCC(=O)OCC(=O)c1ccc(Br)cc1)NC1CCCCC1,2%,2.3,58,1,i,50,4%,1.9%,14%,5.4%,i,1.0
O=C(CN1CCC(NC(=O)Nc2ccccc2)CC1)Nc1cccc([N+](=O)[O-])c1,9%,-1.4,51,x,i,19,8%,4.0%,1%,0.1%,i,0.2
Cn1c(SCC(=O)NC2CCCCC2)nnc1-c1ccc(N)cc1,26%,-2.4,54,1.1,i,34,10%,2.0%,-5%,-0.2%,i,0.1
CC1CCCN(C(=O)CSc2nnc(-c3ccncc3)n2C)C1 (stereo not given),-5%,1.0,51,1.1,i,14,6%,0.5%,3%,-0.5%,i,0.4
CC12Cc3ccc4ccccc4c3C=C1C[N+](C)(C)C2 (stereo not given),-11%,2.2,39,1.2,i,36,17%,-0.8%,7%,0.8%,i,3.2
COc1ccc(C2C(C(C)=O)=C(O)C(=O)N2c2nc3ccccc3s2)cc1OC (stereo not given),18%,0.9,31,1,i,50,3%,5.9%,-6%,-0.6%,i,0.9
COC(=O)[C@]1(C)N[C@H](c2ccc(-c3ccc(F)cc3)cc2)[C@@H]2C(=O)N(C)C(=O)[C@@H]21,3%,0.0,77,x,i,23,5%,0.8%,10%,0.8%,i,1.6
N#Cc1cc(C(=O)c2cc(F)ccc2O)cn(-c2nccs2)c1=O,37%,-0.6,76,0.8,i,8,0%,1.6%,9%,-0.2%,+,7.9*
CCCCn1c(CCC)nc([N+](=O)[O-])c1Sc1ccc(Cl)cn1,-7%,0.5,93,1.1,i,40,7%,2.6%,1%,-0.7%,i,1.0
Cc1nn(Cc2ccc(F)cc2)c(C)c1NC(=O)c1cccnc1Cl,8%,1.4,77,1.1,i,38,-5%,0.8%,1%,-0.3%[50 µM],i,0.6
O=C(NCCCN1CCOCC1)C1(c2ccccc2)CCOCC1,-4%,0.1,78,1.1,i,44,-3%,1.9%,-2%,0.1%,i,0.7
Cc1ccc(Sc2c(O)c3ccccc3n(C)c2=O)cc1,4%,x,x,1.1,x,x,2%,x,-14%,0.8%,i,0.3
CCC(Oc1ccccc1)C(=O)N1CCN(C(=O)C(CC)Oc2ccccc2)CC1 (stereo not given),21%,0.1,30,1.1,i,60,7%,-1.1%,-5%,0.1%,i,6.0
O=C(NCCc1c[nH]c2ccccc12)C(=O)NCC(c1cccnc1)N1CCN(c2ccccc2)CC1 (stereo not given),-4%,5.0,96,1,i,19,7%,0.2%,8%,0.6%,i,6.6
O=C(CSc1nc(-c2ccccc2)ns1)NCC1CCCO1 (stereo not given),24%,-0.7,59,x,i,8,6%,-0.1%,-3%,0.2%,i,0.9
CCOc1ccccc1CNS(=O)(=O)c1ccc2c(c1)oc(=O)n2C,1%,1.7,45,1.2,i,52,5%,-0.6%,-3%,-6.0%,i,10

# The closing two compounds of the section above are carried over, then new ones follow.
SMILES,Large T inhibition,NTR1 ag,NTR1 ag cell count 20 µM,TNAP activators,T cell modulator,T cell modulator vesicle-bound %,Rac1 GTP hydrolysis,RSV CPE inhibition,PhoP inhibition,UTI89 phage lysis,Myeloid diff MLP,Myeloid diff MLP GFP+ MAC1+ %
O=C(CSc1nc(-c2ccccc2)ns1)NCC1CCCO1 (stereo not given),24%,-0.7,59,x,i,8,6%,-0.1%,-3%,0.2%,i,0.9
CCOc1ccccc1CNS(=O)(=O)c1ccc2c(c1)oc(=O)n2C,1%,1.7,45,1.2,i,52,5%,-0.6%,-3%,-6.0%,i,10
CCc1nnc(NC(=O)c2cccc(NC(=O)C(C)C)c2)s1,12%,-1.7,73,0.9,i,28,5%,0.3%,-12%,0.0%,i,0.8
O=C1NC(c2ccccn2)Nc2sc3c(c21)CCC3 (stereo not given),34%,-0.6,55,1.2,i,45,18%,-0.8%,7%,1.1%,i,0.7
CCCC(=O)Nc1ccc(-c2nc3cc(C)c(C)cc3o2)c(O)c1,22%,-0.6,47,1.1,i,35,5%,0.2%,4%,-0.1%,i,0.6
Nn1c(SCC(=O)N2CCOCC2)nnc1-c1ccco1,3%,-0.4,37,1.1,i,42,10%,0.8%,1%,0.1%,i,0.5
CS(=O)(=O)c1ccc(Cl)c(NC(=O)CCNC(=O)c2ccco2)c1,2%,0.4,49,x,i,69,7%,1.6%,-3%,0.2%,i,0.3
O=C(CSc1nnc2ccc(-c3ccc(F)cc3)nn12)N1CCCC1,10%,-0.7,51,1.1,i,39,-7%,2.5%,1%,0.2%,i,0.4
CC(CC(=O)Nc1ccc(F)c([N+](=O)[O-])c1)c1ccccc1 (stereo not given),5%,-1.2,62,1,i,46,5%,1.6%,-37%,11%,i,0.5
COc1ccc(C(=O)Nc2nnc(SCC(=O)Nc3ccc(NC(C)=O)cc3)s2)c(OC)c1,11%,0.3,55,x,i,44,8%,1.8%,5%,0.1%,i,0.8
O=C(Nc1ccc2nc3n(c(=O)c2c1)CCCC3)c1ccccc1F,21%,0.4,75,x,i,55,6%,1.1%,9%,0.2%,i,0.3
CN(C)c1ccc(/C=N/NC(=O)c2ccnn2C)cc1,17%,0.3,36,1,i,32,11%,1.8%,-4%,-0.4%,i,0.7
COC(=O)c1c(NC(=O)c2ccco2)sc(C(=O)Nc2ccc(F)cc2)c1C,4%,4.1,61,1.1,i,21,2%,10%,-7%,4.2%,i,2.0
COCCn1nnnc1C(c1ccc(OC)c(OC)c1)N1CCN(C(=O)c2ccco2)CC1 (stereo not given),-1%,-0.5,40,x,i,32,5%,1.3%,6%,0.4%,i,0.1
Cc1ccc(C)c(N2CCN(S(=O)(=O)c3c(C)[nH]c(C)c3C(=O)N3CCCC3)CC2)c1,6%,1.7,49,x,i,1,-3%,2.9%,-10%,-0.4%,i,0.8
O=C(CCC1CCCN(C(=O)C2=CCCCC2)C1)N1CCN(c2ccccn2)CC1 (stereo not given),3%,0.4,84,1.1,i,60,5%,0.6%,2%,-0.3%,i,0.4
O=S(=O)(c1ccc(NC(=S)NCc2ccc(F)cc2)cc1)N1CCOCC1,7%,0.2,49,x,i,38,9%,5.5%,4%,1.4%[50 µM],i,1.1
CN1CCN(C(=O)c2cc(=O)c3cc(Cl)cc(Cl)c3o2)CC1,5%,-0.8,73,x,i,60,11%,3.5%,3%,0.0%,i,0.5
O=C(OCC(=O)N1CCN(C(=O)COC(=O)c2ccncc2)CC1)c1ccncc1,-7%,2.6,76,1.1,i,61,-1%,3.8%,5%,0.2%,i,0.3
Cc1cc(C)n(-c2ccc(C(=O)OCC(=O)NCc3ccc(Cl)cc3)cc2)n1,0%,-0.5,79,1,i,18,9%,-0.4%,-16%,0.2%,i,0.3
Cc1cc(C)c2c(n1)sc1c(=O)n(Cc3ccccc3Cl)nnc12,4%,x,x,1,x,x,8%,x,-11%,0.3%,i,0.3
CC(O)(CS(=O)(=O)Cc1ccccc1)c1ccc(Cl)cc1 (stereo not given),6%,-1.1,78,x,i,40,2%,6.2%,-1%,-0.2%,i,0.8

# One compound at a time (already shown). Screens in order: Large T inhibition	NTR1 ag	NTR1 ag cell count 20 µM	TNAP activators	T cell modulator	T cell modulator vesicle-bound %	Rac1 GTP hydrolysis	RSV CPE inhibition	PhoP inhibition	UTI89 phage lysis	Myeloid diff MLP	Myeloid diff MLP GFP+ MAC1+ %
# Results for CCCC(=O)Nc1ccc(-c2nc3cc(C)c(C)cc3o2)c(O)c1 : 22%	-0.6	47	1.1	i	35	5%	0.2%	4%	-0.1%	i	0.6
# Results for COCCn1nnnc1C(c1ccc(OC)c(OC)c1)N1CCN(C(=O)c2ccco2)CC1 (stereo not given) : -1%	-0.5	40	x	i	32	5%	1.3%	6%	0.4%	i	0.1
# Results for CS(=O)(=O)c1ccc(Cl)c(NC(=O)CCNC(=O)c2ccco2)c1 : 2%	0.4	49	x	i	69	7%	1.6%	-3%	0.2%	i	0.3
# Results for O=C(OCC(=O)N1CCN(C(=O)COC(=O)c2ccncc2)CC1)c1ccncc1 : -7%	2.6	76	1.1	i	61	-1%	3.8%	5%	0.2%	i	0.3

# Next results follow:
SMILES,Large T inhibition,NTR1 ag,NTR1 ag cell count 20 µM,TNAP activators,T cell modulator,T cell modulator vesicle-bound %,Rac1 GTP hydrolysis,RSV CPE inhibition,PhoP inhibition,UTI89 phage lysis,Myeloid diff MLP,Myeloid diff MLP GFP+ MAC1+ %
Cc1csc(SCC(=O)NCc2cccs2)n1,4%,2.1,43,1.1,i,33,0%,2.2%,9%,1.2%,i,7.2
Cc1noc(C)c1-c1nc(CSc2ccccc2)no1,7%,-0.4,57,x,i,26,-1%,2.7%,-3%,-1.3%,i,0.4
CCN(CC(=O)Nc1ccc(NC(C)=O)cc1)C(=O)CCN1C(=O)c2cccc([N+](=O)[O-])c2C1=O,22%,0.1,60,x,i,56,3%,2.3%,-4%,0.2%,i,5.3
Cc1ccc(NC(=O)COC(=O)C2CSC3(C)CCC(=O)N23)cc1S(=O)(=O)N1CCOCC1 (stereo not given),16%,1.5,48,1,i,23,2%,1.8%,-7%,-0.3%,i,0.2
CCN1C(c2ccccc2)C(C)C(=O)C(C)C1c1ccccc1 (stereo not given),15%,3.0,32,1,i,57,10%,2.4%,-5%,-0.5%,i,1.2
CC(C)N(CC#CCC1(O)c2ccccc2-c2ccccc21)CCO,1%,1.2,55,0.9,i,29,6%,0.8%,2%,1.9%[50 µM],i,5.3
COC(=O)c1ccc2c(=O)[nH]c(CN3c4ccccc4CC3C)nc2c1 (stereo not given),0%,0.5,77,1.2,i,49,6%,1.9%,-1%,1.0%,i,1.2
COC(=O)c1cc(-c2ccccc2)n(CC(=O)O)c1C,-1%,-0.7,50,1.1,i,24,-2%,1.4%,-3%,0.3%,i,0.7
S=C1Nc2ccccc2Sc2ccc(Cl)cc21,7%,3.3,73,1.1,i,47,9%,1.8%,25%,0.7%,i,0.8
